Source: PubChem BioAssay (Sanford-Burnham Center for Chemical Genomics)
UPR XBP1 act: activators of adaptive arm of unfolded protein response (XBP1). CHO-XBP1 luciferase reporter, IRE1-XBP1 UPR activation, luminescence; percent of tunicamycin response, DMSO as zero. activation, % at 20 µM. 330,000 tested, 0.33% active. AID 463104;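 active means versus positive control, 20 µM dose yields 30% or more activation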;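 further: 100% = tunicamycin at 10 µg/mL and 0% = DMSO only wells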
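Material: CHO cell line with stable XBP1 luciferase reporter; buffer or medium: F12 medium containing 10% fetal bovine serum; compound: single point, 20 µM final compound, 1% DMSO; incubation: 6 h treatment, 37 °C; measured by: glow luminescence from Steady-Glo reagent; evaluation: activation, % of tunicamycin; control set: tunicamycin high, DMSO low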
UPR CHOP act: activators of apoptotic arm of unfolded protein response (CHOP). 330,000 tested, 0.34% active. CHO-CHOP luciferase reporter, UPR activation, luminescence; percent of tunicamycin response over DMSO baseline. activation, % at 10 µM;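 active means at 10 µM dose, activation of 40% or more, normalized to positive control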;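 further: 100% = tunicamycin at 10 µg/mL and 0% = DMSO alone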
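Dosing – one dose, 10 µM in 0.5% DMSO · System – CHO-CHOP cells, stable luciferase reporter of PERK-eIF2a-CHOP signalling · Input – 500 cells/well · Control set – tunicamycin 10 µg/mL final as positive, DMSO-only wells as negative · Timing – 6 h compound treatment, 37 °C · Measure – % activation vs tunicamycin · Technique – luminescence read with Steady-Glo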
CXCR6 inh: blocks human CXCR6 beta-arrestin recruitment. inhibition, % at 20 µM. CHO-K1 PathHunter CXCR6 beta-arrestin, luminescence. 360,000 tested, 0.36% active. O00574; in the data active means inhibition above about 34%, passing the limit was not always enough;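 further: antagonist mode with CXCL16 agonist at 10 nM final; 0% = 10 nM CXCL16 with DMSO and 100% = unstimulated wells without agonist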
Gli-Sufu block: Gli-Sufu pathway antagonism; inhibition, % at 5 µM; Sufu-KO-LIGHT fibroblasts, Gli luciferase reporter luminescence; AID 588413; 340,000 tested, 0.74% active;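 active means inhibition above about 55%, limit read from the data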;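 further: 0% = DMSO-treated cells and 100% = wells with medium but no cells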
697 NFkB inh: lowers PMA/ionomycin-induced NF-kB signal in 697 B cells. 697 B-cell NF-kB luciferase reporter, 16 h. inhibition, % at 4 µM. 330,000 tested, 0.33% active. AID 435022; in the data active means inhibition above about 35%
CCR6 antagonist: antagonists of human CCR6 receptor. P51684. inhibition, % at 20 µM. 340,000 tested, 0.49% active. CHO-K1 CCR6 PathHunter beta-arrestin, luminescence, CCL20-stimulated;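 active means compounds whose inhibition of the agonist-driven luminescence signal at 20 µM reaches about 50%, limit read from the data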;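 further: cells stimulated with CCL20 at 14 nM final; plate controls were DMSO with CCL20 for no effect and DMSO without agonist for full effect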
Target sequence (P51684 whole entry, looked up): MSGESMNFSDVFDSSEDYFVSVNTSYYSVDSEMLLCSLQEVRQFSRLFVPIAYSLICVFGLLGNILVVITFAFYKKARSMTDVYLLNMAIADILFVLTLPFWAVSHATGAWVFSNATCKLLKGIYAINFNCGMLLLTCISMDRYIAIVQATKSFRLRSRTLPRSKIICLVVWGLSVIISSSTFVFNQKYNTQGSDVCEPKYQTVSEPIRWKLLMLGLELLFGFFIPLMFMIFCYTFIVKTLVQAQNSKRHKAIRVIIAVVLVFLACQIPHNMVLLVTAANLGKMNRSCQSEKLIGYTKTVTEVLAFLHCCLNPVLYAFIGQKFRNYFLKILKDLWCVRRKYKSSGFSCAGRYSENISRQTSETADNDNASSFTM
EBI2 block: EBI2 (human) antagonism; EBI2 beta-arrestin recruitment, luminescence, 7a,25-OHC stimulated; inhibition, % at 5 µM; 360,000 tested, 0.81% active; in the data active means inhibition above about 38%;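 further: enzyme fragment complementation signal reports receptor beta-arrestin coupling in cells; 0% = agonist plus DMSO wells and 100% = wells without agonist; some results beyond the cut were filed as inactive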
Target sequence (P32249 whole entry, looked up, the tested form may be a part): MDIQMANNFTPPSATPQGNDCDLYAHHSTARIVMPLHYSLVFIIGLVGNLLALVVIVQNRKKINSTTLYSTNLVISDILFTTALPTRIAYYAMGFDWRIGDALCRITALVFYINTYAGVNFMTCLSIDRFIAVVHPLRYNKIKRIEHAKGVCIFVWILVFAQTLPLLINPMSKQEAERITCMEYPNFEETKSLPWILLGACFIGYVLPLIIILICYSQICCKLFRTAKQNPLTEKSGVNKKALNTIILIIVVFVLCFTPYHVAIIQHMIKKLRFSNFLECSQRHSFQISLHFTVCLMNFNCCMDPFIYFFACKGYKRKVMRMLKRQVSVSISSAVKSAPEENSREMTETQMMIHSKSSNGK
Mdm2 MdmX PPI: inhibitors of human Mdm2/MdmX interaction. O15151+Q00987. inhibition, % at 8 µM. AID 485346. SaOS-2 split-luciferase Mdm2/MdmX complementation, luminescence. 330,000 tested, 3% active;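 active means inhibition of at least 50% at 8 µM in the primary screen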
Jurkat NFkB inh: inhibitors of the PMA/ionomycin-induced NF-kB reporter in Jurkat cells. AID 435003. inhibition, % at 4 µM. 330,000 tested, 0.53% active. PMA/ionomycin-induced NF-kB luciferase reporter, luminescence; in the data active means inhibition above about 50%
The depositor's hits bear a star; . = not tested or not shown.

SMILES | UPR XBP1 act | UPR CHOP act | CXCR6 inh | Gli-Sufu block | 697 NFkB inh | CCR6 antagonist | EBI2 block | Mdm2 MdmX PPI | Jurkat NFkB inh
Cc1cc(C)n2nc(C(=O)Nc3ccc(S(=O)(=O)N(C)C)cc3)nc2n1 | -1 | -1.7 | 2 | -3 | 8 | 3 | -4 | 10 | 8
CC1CCN(S(=O)(=O)c2ccc(C(=O)Nc3nnc(-c4ccco4)o3)cc2)CC1 | -3 | 3.2 | 4 | -5 | -34 | 28 | 5 | 54* | 6
COc1ccc(N(CC(=O)NCc2ccc3c(c2)OCO3)S(=O)(=O)c2c(C)nn(C)c2C)cc1 | -2 | 1.2 | -4 | -3 | 5 | -5 | -4 | 8 | -3
O=C(N/N=C\c1ccccc1F)c1ccc(-c2ccccc2)cc1 | 0 | 4.5 | 0 | -32 | -32 | 9 | 19 | 34 | -28
CCN(CC(=O)Nc1cc(OC)ccc1OC)Cc1nc2ccccc2c(=O)[nH]1 | -2 | 2.8 | -7 | 8 | 4 | 2 | 7 | 12 | 1
CCO[C@@H]1OC(C(=O)Nc2ccccc2)=C[C@H](c2ccc3c(c2)OCO3)[C@H]1CCCO | 0 | 0.7 | -6 | 13 | 7 | 5 | 4 | 7 | 3
O=C(CSc1nnc(-c2ccccc2)n1-c1ccccc1)c1ccc[nH]1 | -2 | -0.2 | 0 | -5 | -40 | 16 | 0 | -16 | 3
CN(C)S(=O)(=O)c1cc(NC(=O)COC(=O)Cc2ccc(Br)cc2)ccc1Cl | -1 | 6.2 | -5 | 1 | 15 | 3 | -5 | 8 | 7
COc1ccc(Cl)cc1N1C(=O)CC(N2CCN(S(=O)(=O)c3ccccc3F)CC2)C1=O (configuration not stated) | -2 | -0.8 | -2 | -1 | 4 | 5 | -5 | -5 | 10
Cc1oc2ccc(OC(=O)N3CCOCC3)cc2c1C(=O)OC(C)C | 0 | -2.0 | 4 | 0 | 4 | 13 | 1 | 19 | -3
COc1ccc(OC)c(NC(=O)C2CC(=O)N(CCc3ccc(F)cc3)C2)c1 (configuration not stated) | . | . | 8 | 2 | . | 8 | -3 | . | .
CCOC(=O)C(N)CSC1CC(=O)N(c2ccc(OC)cc2)C1=O (configuration not stated) | -2 | 1.4 | -4 | -4 | 0 | 4 | -1 | 20 | 0
COc1ccc(C2c3c(oc4ccccc4c3=O)C(=O)N2Cc2ccncc2)cc1OC (configuration not stated) | -3 | -0.7 | . | 5 | 0 | 2 | . | 26 | 8
Cc1ccc(OCc2ccccc2C)c([N+](=O)[O-])n1 | 9 | 3.0 | -1 | -22 | 13 | 26 | 2 | 8 | -10
CCC(C(=O)Nc1ccc2c(c1)OCCO2)n1c(=O)[nH]c2ccccc2c1=O (configuration not stated) | -10 | -2.9 | -2 | 53 | -1 | 15 | -3 | 22 | 5
CCS(=O)(=O)c1nc(S(=O)(=O)c2ccc(C)cc2)c(NCCCN2CCOCC2)s1 | 1 | -0.7 | 0 | -2 | 12 | -18 | 6 | 8 | 14
COc1ccc(C(=O)Nc2ccccc2C(=O)N(Cc2ccco2)C(C(N)=O)C(C)C)cc1 (configuration not stated) | 0 | 1.7 | -19 | -28 | -4 | -17 | 1 | 66* | 3
Nc1ccc(Sc2ccccc2CC(=O)O)cc1 | -1 | -5.1 | . | . | 11 | . | . | 16 | 1
CC(=O)N(c1cccc(C(F)(F)F)c1)c1nc(/C=C/C(=O)O)cs1 | 0 | 1.8 | -4 | -9 | -25 | 9 | 2 | -28 | -2
CC1(C)CC(=O)C2=C(C1)OC(N)=C(C#N)C2c1ccc2c(c1)OCO2 (configuration not stated) | -4 | -0.3 | -2 | 10 | -14 | 5 | -7 | -13 | 11
CC(C)n1cc(CN2CCN(CCc3ccccc3)C(CCO)C2)cn1 (configuration not stated) | -1 | -0.6 | -6 | 4 | -9 | 2 | 5 | 11 | -17
COc1ccccc1S(=O)(=O)Cc1ccc(C(=O)NCc2ccc(C)cc2)o1 | -3 | 3.2 | 4 | -14 | -3 | 11 | 4 | -21 | 7
Cc1cc(NC(=O)[C@H](C)NC(=O)c2ccco2)ccc1Br | -5 | 0.9 | -1 | 6 | -8 | 1 | 12 | 18 | -9
CCOC(=O)N1CCN(c2nc(-c3cccc(OC)c3)cc(C(F)(F)F)n2)CC1 | 2 | 1.2 | 8 | -2 | 11 | 11 | 14 | 39 | -3
Cc1ccccc1NC(=O)NC1CCCCCCC1 | 1 | -0.1 | -5 | -21 | -1 | 2 | -8 | 10 | -3

Arranged by the number under CXCR6 inh (rising): three from the list above.
canonical_smiles | CXCR6 inh
CCN(CC(=O)Nc1cc(OC)ccc1OC)Cc1nc2ccccc2c(=O)[nH]1 | -7
CN(C)S(=O)(=O)c1cc(NC(=O)COC(=O)Cc2ccc(Br)cc2)ccc1Cl | -5
COc1ccc(Cl)cc1N1C(=O)CC(N2CCN(S(=O)(=O)c3ccccc3F)CC2)C1=O (configuration not stated) | -2

Next section
SMILES | UPR XBP1 act | UPR CHOP act | CXCR6 inh | Gli-Sufu block | 697 NFkB inh | CCR6 antagonist | EBI2 block | Mdm2 MdmX PPI | Jurkat NFkB inh
O=C(CN(C(=O)c1ccco1)c1cccc(F)c1)NCc1ccc(F)cc1 | -3 | -0.2 | 9 | 5 | -3 | 10 | 4 | 4 | -14
O=C(CSc1nc2ccccc2[nH]1)c1ccco1 | 0 | 2.3 | -12 | 10 | 0 | -15 | 1 | -5 | -29
Cc1ccc(NC(=O)c2ccc(OCc3c(C)noc3C)cc2)cc1C | -2 | 3.6 | -16 | -1 | -33 | 5 | 53* | 10 | 7
Cn1nnnc1Sc1ncnc2scc(-c3ccc(F)cc3)c12 | 5 | 5.1 | 8 | 34 | -124 | 16 | -4 | 100* | -82
Cc1nn(Cc2ccccc2Cl)c2sc(C(=O)NC(C)(C)C)cc12 | 3 | -1.5 | 5 | 9 | -16 | 0 | -6 | 22 | 4
O=S(=O)(c1cc(Cl)c(Cl)cc1Cl)N1CCN2CCCC2C1 (configuration not stated) | 11 | 0.8 | 0 | 9 | -21 | 17 | 1 | 5 | -3
COc1ccc(Cl)cc1-c1n[nH]c(=S)n1Cc1ccccc1 | -5 | 1.2 | 9 | -9 | 2 | 8 | 2 | -19 | 19
Cn1c(=O)c2cc(S(=O)(=O)NC(C(=O)Nc3cccnc3)c3ccccc3)ccc2n(C)c1=O (configuration not stated) | 2 | 2.5 | 5 | 5 | 17 | 1 | -2 | 15 | 1
Nc1[nH]n(-c2ccccc2)c(=O)c1N=Nc1ccc2ncsc2c1 | 2 | 1.8 | 19 | -8 | -4 | 45 | 12 | -21 | -22
C=CCNC(=O)Nc1ccc2nc(C)sc2c1 | -1 | -0.2 | -6 | 8 | -8 | -2 | 1 | -8 | -7
Cc1nnc(SCC(=O)NNC(=O)COc2ccc(Br)cc2)n1C | -2 | -0.4 | 0 | 3 | -10 | 6 | 2 | -14 | -11
COc1ccc(Nc2ncnc3ccc(C)cc23)cc1 | -5 | 0.9 | -13 | 34 | -23 | 8 | -9 | 45 | 22
CC1=NNC(=O)C1CCC(=O)N/N=C/C(Br)=C/c1ccccc1 (configuration not stated) | -4 | 0.7 | -3 | -28 | 13 | -1 | -2 | -26 | 3
Cc1cc(C)n(-c2nc(NCCC(C)C)c3c4c(sc3n2)COC(C)(C)C4)n1 | . | . | 9 | 17 | . | 19 | 29 | . | .
Cc1ccc(CN2CCN(Cc3cccn3-c3ccccn3)CC2CCO)cc1 (configuration not stated) | -1 | -1.3 | 7 | 18 | 7 | 9 | 2 | 26 | 11
O=C(NCCc1ccccc1)c1cccc(NC(=O)C2CCCCC2)c1 | . | . | -3 | -51 | . | 13 | -6 | . | .
Cc1ccc(S(=O)(=O)N2CCOCC2)cc1C(=O)OCC(=O)Nc1ccc2[nH]c(=O)[nH]c2c1 | 0 | 3.7 | -3 | -18 | 9 | 13 | -1 | 12 | -2
C/C(=N\NC(=O)c1nn(C)cc1Cl)c1ccncc1 | -1 | 1.9 | -7 | -2 | 19 | 10 | -24 | 13 | 2
O=[N+]([O-])c1cc(/C=N/NC(=S)Nc2ccccc2Cl)ccc1Cl | 1 | 7.5 | 1 | 8 | 21 | -5 | -10 | 59* | -11
Cc1[nH]c2ccccc2c1N=Nc1c(C)n(C)n(-c2ccccc2)c1=O | -1 | 0.4 | 2 | 6 | 15 | 8 | -3 | -1 | 18
CCCC[C@H]1COCCS(=O)(=O)N1Cc1ccc(Br)cc1 | 5 | -2.4 | 1 | 2 | 14 | 8 | -2 | 6 | 11
O=C(CCSCc1cccc(Cl)c1)NC1CCCC1 | -1 | 0.9 | -5 | -5 | 13 | 10 | -8 | 13 | -6
COc1ccc2cc(S(=O)(=O)NC3CC(C)(C)NC(C)(C)C3)ccc2c1 | -3 | -0.7 | -8 | 17 | -1 | 12 | -2 | 10 | 12
COc1ccc(NC(=O)C2C3C=CC4(CN(Cc5cccnc5)C(=O)C24)O3)c(OC)c1 (configuration not stated) | -1 | -1.6 | 1 | -6 | 8 | 5 | 5 | -8 | 7
COc1ccc(C(=O)N=S2CCN(C(=O)c3ccc(Cl)cc3)CC2)cc1 | -2 | -0.6 | 0 | 3 | -7 | -4 | 3 | 24 | 4
C/C(N)=C(/C#N)C(=O)CSc1nc2ccccc2c(=O)n1Cc1ccc(F)cc1 | -1 | -0.4 | 0 | 11 | 13 | 6 | -2 | 9 | 12
COc1ccc(C)cc1-n1nnnc1SCC(=O)c1ccc2c(c1)OCCO2 | -3 | -0.2 | 0 | 4 | 5 | -1 | -1 | 8 | -8

Entries above that contain two or more sulfur atoms, in the order listed:
SMILES | UPR XBP1 act | UPR CHOP act | CXCR6 inh | Gli-Sufu block | 697 NFkB inh | CCR6 antagonist | EBI2 block | Mdm2 MdmX PPI | Jurkat NFkB inh
CCS(=O)(=O)c1nc(S(=O)(=O)c2ccc(C)cc2)c(NCCCN2CCOCC2)s1 | 1 | -0.7 | 0 | -2 | 12 | -18 | 6 | 8 | 14
Cn1nnnc1Sc1ncnc2scc(-c3ccc(F)cc3)c12 | 5 | 5.1 | 8 | 34 | -124 | 16 | -4 | 100* | -82

Compound profiles (already shown). Order of screens: UPR XBP1 act | UPR CHOP act | CXCR6 inh | Gli-Sufu block | 697 NFkB inh | CCR6 antagonist | EBI2 block | Mdm2 MdmX PPI | Jurkat NFkB inh
CCCC[C@H]1COCCS(=O)(=O)N1Cc1ccc(Br)cc1 reads 5 | -2.4 | 1 | 2 | 14 | 8 | -2 | 6 | 11
Cc1nn(Cc2ccccc2Cl)c2sc(C(=O)NC(C)(C)C)cc12 reads 3 | -1.5 | 5 | 9 | -16 | 0 | -6 | 22 | 4
COc1ccc(NC(=O)C2C3C=CC4(CN(Cc5cccnc5)C(=O)C24)O3)c(OC)c1 (configuration not stated) reads -1 | -1.6 | 1 | -6 | 8 | 5 | 5 | -8 | 7
